HT1080 viability: cytotoxicity in HT1080 fibrosarcoma cells, cell-based, fluorescence readout (AID 620); HT1080 viability, fluorescence; higher % means a stronger effect; cytotoxicity, % at 10 µM; hits with a dose series show EC50 in µM; 87,000 compounds, 0.42% hits;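 further: cells exposed to compound overnight then 4 h with Alamar Blue; 0% = vehicle DMSO and 100% = killing control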
HPDE-C7 cytotoxicity: cytotoxicity in HPDE-C7 cells, cell-based, fluorescence, HTS (AID 430); HPDE-C7 pancreatic duct cells viability, fluorescence; higher % means a stronger effect; 63,000 compounds, 1.8% hits; cytotoxicity, % at 10 µM; hits with a dose series show EC50 in µM;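 further: cells exposed to compound for 48 hours before viability readout; 0% = vehicle and 100% = reference cytotoxic drug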
Spn DPM-DC inh: S. pneumoniae DPM-DC inhibitors, primary screen, biochemical, PK/LDH-coupled NADH fluorescence; calls only at 10 µM; diphosphomevalonate decarboxylase (Streptococcus pneumoniae D39); 65,000 compounds, 0.49% hits; purified DPM-DC;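 active means the 320 compounds with the highest percent inhibition in the single-dose primary screen, excluding strongly autofluorescent ones, cut at about 32% in these data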;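 further: kinetic rate of NADH fluorescence loss reporting ADP formed by the decarboxylase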
Alkaline phosphatase: human TNAP enzyme inhibitors, biochemical, luminescent (AID 518). Alkaline phosphatase, tissue-nonspecific isozyme (Homo sapiens). purified TNAP enzyme, luminescent substrate readout; higher % means a stronger effect. inhibition, % at 20 µM; hits with a dose series show IC50 in µM. 64,000 compounds, 0.09% hits; in the data active means a potency from the dose series; inactive means the rest, 99 in 100 with inhibition below about 22%;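 further: plate controls were vehicle for no effect and reference inhibitor for full effect; many of its hits are not listed in these tables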
Bfl-1 inhibitors: Bfl-1 inhibitors, primary screen, biochemical, fluorescence polarization, FITC-Bid, mouse (AID 432); Bcl-2-related protein A1 (Mus musculus); FITC-Bid BH3 peptide fluorescence polarization displacement; higher % means a stronger effect; displacement, % at 20 µM; hits with a dose series show IC50 in µM; 64,000 compounds, 0.02% hits; in the data active means a potency from the dose series; inactive means the rest, 99 in 100 with displacement below about 15%; further: strong numbers were not always called active
LYP phosphatase: LYP phosphatase inhibitors, primary screen, biochemical, DiFMUP fluorescence, recombinant catalytic domain, 10 µM (AID 606) | Tyrosine-protein phosphatase non-receptor type 22 (Homo sapiens) | recombinant LYP catalytic domain, DiFMUP fluorescence; higher % means a stronger effect | inhibition, % at 10 µM, or IC50 in µM where a hit was titrated | 52,000 tested, under 10 active;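 active means IC50 under 40 µM in the dose-response test; inactive means IC50 of 40 µM or more, or never dose-tested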
Spn MK inh: S. pneumoniae MK inhibitors, primary screen, biochemical, PK/LDH-coupled NADH absorbance | 65,000 compounds, 0.48% hits | inhibition, % at 10 µM | purified MK, PK/LDH-coupled NADH absorbance 340 nm;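 active means ranked among the strongest by inhibition in the single 10 µM screen, a fixed top-ranked set picked for dose follow-up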; further: no value below 0 was filed
HPDE-C7K KRASV12: cytotoxicity in KRAS-transformed pancreatic duct cells, primary screen, cell-based, fluorescence, HTS (AID 431) | HPDE-C7K KRASV12 cells, Alamar Blue viability, 48 h; higher % means a stronger effect | one-dose cytotoxicity, % at 10 µM; EC50 in µM for titrated hits | 63,000 compounds, 1.7% hits;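 active means compounds whose percent cytotoxicity in the single-dose primary screen, scaled between solvent and toxic-drug controls, exceeds 50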;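 further: 0% = DMSO solvent wells and 100% = doxorubicin-treated wells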
Spn PMK inh: S. pneumoniae PMK inhibitors, primary screen, biochemical, mevalonate pathway, pilot trial included; phosphomevalonate kinase (Streptococcus pneumoniae D39); purified PMK, PK/LDH-coupled NADH absorbance 340 nm; AID 539, 2006; inhibition, % at 10 µM; 65,000 compounds, 0.49% hits;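 active means top-ranked compounds by inhibition in the single 10 µM screen, taking a fixed number of the strongest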;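 further: 0% = full reaction with DMSO carrier and 100% = background rate without enzyme reaction; no value below 0 was filed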
Spn PMK inh pilot replicates: second read-out of Spn PMK inh, no call of its own (marks repeat the call); inhibition, %; measured here: pilot screen replicates
Spn MK inh pilot replicates: also measured in Spn MK inh; calls as there; inhibition, %; measured here: pilot screen replicates
Spn DPM-DC inh pilot screen %: recorded beside Spn DPM-DC inh, whose call it bears; inhibition, %; measured here: pilot screen trials
The depositor's hits bear a star; i = inactive; x = not tested or not shown. Unless noted, no stated cut-off is given here; in the data, active means cytotoxicity above about 50%; inactive means the rest.

SMILES	HT1080 viability	HPDE-C7 cytotoxicity	Spn DPM-DC inh	Alkaline phosphatase	Bfl-1 inhibitors	LYP phosphatase	Spn MK inh	HPDE-C7K KRASV12	Spn PMK inh	others
CCOC(=O)Cc1csc2nc3sc(C)c(C)c3c(=O)n12	3%	0%	i	11%	-6%	-1%	6	-6%	11
COc1cccc(=O)c2c(C)oc(C)c12	-3%	3%	i	8%	13%	-9%	13	9%	0
Cc1onc(-c2ccccc2)c1C(=O)NCCN1CCOCC1	-3%	4%	i	10%	1%	14%	19	10%	6	Spn PMK inh pilot replicates=0.0;Spn MK inh pilot replicates=0.0;Spn DPM-DC inh pilot screen %=0.0
O=c1[nH]nnc2sc3c(c12)CCCC3	4%	-5%	i	6%	3%	x	0	4%	0
CCOC(=O)CN1C(=O)C(O)(CC(=O)c2ccccn2)c2ccccc21 (stereo not given)	x	-22%	i	11%	7%	-7%	3	-10%	9
Cc1cnn(-c2nc(-c3cccs3)cc(C(F)(F)F)n2)c1	6%	1%	i	9%	-8%	2%	6	-2%	7
Cc1cc(C)n2nc(C(=O)OCCOc3ccc(Br)cc3)nc2n1	0%	0%	i	4%	6%	11%	0	-11%	6
Cc1cc(C)nc(-n2nc(C)c(C3(O)C(=O)Nc4ccccc43)c2N)n1 (stereo not given)	-36%	-45%	i	0%	-6%	1%	6	-18%	0
COc1ccc(-n2c(Cc3cccn3C)nnc2SCC(=O)NCc2ccccc2Cl)cc1	-9%	-1%	i	4%	-6%	-8%	15	-7%	0
O=C(c1ccco1)N1CCN(C(=O)C2CCN(S(=O)(=O)c3cnc[nH]3)CC2)CC1	4%	-1%	i	2%	-3%	x	8	6%	18

No new results follow: entries from further up.
SMILES	HT1080 viability	HPDE-C7 cytotoxicity	Spn DPM-DC inh	Alkaline phosphatase	Bfl-1 inhibitors	LYP phosphatase	Spn MK inh	HPDE-C7K KRASV12	Spn PMK inh	others
Cc1cc(C)n2nc(C(=O)OCCOc3ccc(Br)cc3)nc2n1	0%	0%	i	4%	6%	11%	0	-11%	6
Cc1cc(C)nc(-n2nc(C)c(C3(O)C(=O)Nc4ccccc43)c2N)n1 (stereo not given)	-36%	-45%	i	0%	-6%	1%	6	-18%	0
COc1ccc(-n2c(Cc3cccn3C)nnc2SCC(=O)NCc2ccccc2Cl)cc1	-9%	-1%	i	4%	-6%	-8%	15	-7%	0
O=C(c1ccco1)N1CCN(C(=O)C2CCN(S(=O)(=O)c3cnc[nH]3)CC2)CC1	4%	-1%	i	2%	-3%	x	8	6%	18

Among those listed so far, five have four or more nitrogen atoms:
SMILES	HT1080 viability	HPDE-C7 cytotoxicity	Spn DPM-DC inh	Alkaline phosphatase	Bfl-1 inhibitors	LYP phosphatase	Spn MK inh	HPDE-C7K KRASV12	Spn PMK inh	others
Cc1cnn(-c2nc(-c3cccs3)cc(C(F)(F)F)n2)c1	6%	1%	i	9%	-8%	2%	6	-2%	7
Cc1cc(C)n2nc(C(=O)OCCOc3ccc(Br)cc3)nc2n1	0%	0%	i	4%	6%	11%	0	-11%	6
Cc1cc(C)nc(-n2nc(C)c(C3(O)C(=O)Nc4ccccc43)c2N)n1 (stereo not given)	-36%	-45%	i	0%	-6%	1%	6	-18%	0
COc1ccc(-n2c(Cc3cccn3C)nnc2SCC(=O)NCc2ccccc2Cl)cc1	-9%	-1%	i	4%	-6%	-8%	15	-7%	0
O=C(c1ccco1)N1CCN(C(=O)C2CCN(S(=O)(=O)c3cnc[nH]3)CC2)CC1	4%	-1%	i	2%	-3%	x	8	6%	18

The main list resumes, starting 2 compounds before the break.
SMILES	HT1080 viability	HPDE-C7 cytotoxicity	Spn DPM-DC inh	Alkaline phosphatase	Bfl-1 inhibitors	LYP phosphatase	Spn MK inh	HPDE-C7K KRASV12	Spn PMK inh	others
COc1ccc(-n2c(Cc3cccn3C)nnc2SCC(=O)NCc2ccccc2Cl)cc1	-9%	-1%	i	4%	-6%	-8%	15	-7%	0
O=C(c1ccco1)N1CCN(C(=O)C2CCN(S(=O)(=O)c3cnc[nH]3)CC2)CC1	4%	-1%	i	2%	-3%	x	8	6%	18
Cc1ccc(Cl)cc1N1CCN(C(=O)CCC(=O)O)CC1	9%	x	i	8%	-5%	2%	2	x	12
CCOc1ccccc1C(=O)NCCCN1CCN(CCCNC(=O)c2ccccc2OCC)CC1	5%	-5%	i	-1%	-3%	9%	0	-2%	4
O=c1[nH]c(CSc2nnc(-c3ccco3)n2-c2ccccc2)nc2sc3c(c12)CCC3	-2%	27%	i	16%	-3%	2%	0	24%	13
COc1cc(OC)cc(C(=O)Nc2ccc3c(c2)COC3=O)c1	-1%	-5%	i	-1%	-8%	10%	8	-15%	11
CCCC12CN3CC(C)(CN(C1)C3c1ccc(OC(C)C)cc1)C2=O (stereo not given)	1%	-25%	i	1%	-2%	-1%	9	-21%	5
Cc1ccc(-c2noc(CCC(=O)NC3CCN(Cc4ccccc4)CC3)n2)cc1	9%	-2%	i	5%	5%	10%	0	-11%	16
CCOC(=O)c1sc(NC(C)=O)cc1C	3%	-2%	i	0%	3%	4%	4	0%	0
CCCCCCNc1cc2n(c(=O)n1)CCc1cc(OC)c(OC)cc1-2	-4%	13%	x	8%	-1%	-1%	7	11%	8
O=C(Nc1cccc(Oc2ccc3c(c2)C(=O)NC3=O)c1)c1ccco1	2%	-18%	i	12%	6%	18%	4	-14%	5
Cc1ccc(S(=O)(=O)N2CCN(Cc3cccc(C)c3O)CC2)cc1	6%	-27%	i	9%	-8%	2%	13	-32%	11
Cc1ccc(NC(=O)CS(=O)CC(=O)NCCCN(C)c2ccccc2)cc1 (stereo not given)	1%	-7%	i	7%	11%	x	0	-7%	17
CC(=O)c1cccc(N=C2NC(=O)C(CO)(CO)S2)c1	-3%	-5%	i	19%	-2%	x	1	-27%	5
Cc1ccc(NC(=O)C2CCCN(S(=O)(=O)c3ccc4c(c3)oc(=O)n4C)C2)nc1 (stereo not given)	3%	6%	i	4%	2%	6%	4	9%	3
CCOC(=O)c1cc(C#N)c(SCC(=O)c2cc(C#N)c(SC)nc2C)nc1C	-2%	-18%	i	10%	-11%	9%	6	-8%	18
CC1=C(C(=O)OC(C)C)C(c2c[nH]c3ccccc23)n2ncnc2N1 (stereo not given)	-12%	-9%	i	11%	2%	-7%	9	3%	8
CCS(=O)(=O)CCSc1nc(C)cc(C)c1C#N	-2%	0%	i	7%	-6%	8%	4	8%	2
CCOC(=O)[C@H](CCc1ccccc1)N[C@@H](C)C(=O)N1CCC[C@H]1C(=O)O	-6%	-12%	i	7%	0%	9%	5	-20%	3	Spn PMK inh pilot replicates=7.0;Spn MK inh pilot replicates=1.0;Spn DPM-DC inh pilot screen %=4.0
O=C(C1CCN(S(=O)(=O)c2cccc3nsnc23)CC1)N1CCN(c2ccccc2F)CC1	4%	-13%	i	9%	-8%	3%	0	-4%	8
Cc1cc(C(=O)CN(Cc2ccc(F)cc2)S(=O)(=O)c2ccc3c(c2)OCCO3)c(C)n1C	9%	16%	i	-3%	-6%	10%	0	19%	13
CC(C)CN(CC(C)C)C(=O)C12CCC(C)(C(=O)C1)C2(C)C (stereo not given)	2%	-21%	i	8%	9%	-2%	10	-14%	7	Spn PMK inh pilot replicates=0.0;Spn MK inh pilot replicates=0.5;Spn DPM-DC inh pilot screen %=0.0
CCOC(=O)N1CCN(C(=O)c2cc(S(=O)(=O)N3CCCC3)cn2C)CC1	-2%	-11%	i	8%	8%	x	5	-4%	17
CCOc1ccc(C(O)c2nccn2Cc2ccccc2)cc1 (stereo not given)	20%	2%	i	-6%	-5%	7%	0	-6%	7
CN1CCN(c2oc(-c3ccco3)nc2S(=O)(=O)c2ccccc2)CC1	0%	-6%	i	6%	2%	18%	0	-7%	0
CCCNC(=O)CS(=O)(=O)Cc1nc(-c2ccccc2C)oc1C	0%	-11%	i	3%	0%	11%	7	-25%	0
c1ccc(-c2ccccc2-c2nc(-c3cccnc3)no2)cc1	-6%	-3%	i	5%	-8%	0%	4	2%	4
O=C(NCc1ccc2c(c1)OCO2)c1cccc(C(=O)NCc2ccc3c(c2)OCO3)c1	-2%	-17%	i	4%	-5%	19%	4	-15%	2
CCc1ncc(C(O)c2cccc(OC)c2OC)n1C (stereo not given)	-5%	-7%	i	22%	-8%	0%	0	7%	0	Spn PMK inh pilot replicates=8.0;Spn MK inh pilot replicates=0.5;Spn DPM-DC inh pilot screen %=0.5
COc1ccc(C(=O)OC(C)CN2CCN(C)CC2)cc1OC (stereo not given)	-5%	-16%	i	10%	-3%	20%	0	-17%	10
COc1ccc(NC(=O)N2CCCC2C(=O)Nc2ccc(C)cc2)cc1 (stereo not given)	5%	-10%	i	4%	-11%	-6%	11	7%	12
CC(C)CC(NC(N)=O)C(=O)OCC(=O)NC(=O)NC1CCCC1 (stereo not given)	2%	10%	i	4%	-8%	14%	0	8%	12
CCOC(=O)N1CCN(S(=O)(=O)c2cc(Cl)ccc2Cl)CC1	-5%	-4%	i	15%	2%	14%	6	-7%	19	Spn PMK inh pilot replicates=2.5;Spn MK inh pilot replicates=0.0;Spn DPM-DC inh pilot screen %=3.5
Cn1c(-c2ccc3ccccc3n2)nc2cnccc21	-1%	-13%	i	10%	2%	-26%	7	-17%	13
O=C(OCc1nnc(-c2ccc(Cl)cc2)o1)c1ccc(=O)n(Cc2ccccc2)n1	2%	3%	i	7%	8%	0%	4	-10%	2	Spn PMK inh pilot replicates=3.0;Spn MK inh pilot replicates=0.0;Spn DPM-DC inh pilot screen %=0.0
Cn1c(=O)c2[nH]c(CN(Cc3ccccc3)Cc3ccccc3)nc2n(C)c1=O	6%	3%	i	11%	0%	x	1	2%	13
CCN(CC)C(=O)c1sc(NC(=O)Cc2cccs2)c(C#N)c1C	-5%	-15%	i	8%	-9%	10%	11	-10%	10
COc1ccc(-n2nnc3c(=O)n(Cc4cc(C)ccc4C)cnc32)cc1	1%	-6%	i	10%	3%	12%	3	-9%	16
CN(Cc1ccccc1)C(=O)c1ccc2c(c1)OCO2	-6%	-4%	i	16%	-1%	4%	5	10%	0	Spn PMK inh pilot replicates=0.5;Spn MK inh pilot replicates=0.0;Spn DPM-DC inh pilot screen %=3.5
CC(Sc1nc(N2CCOCC2)c2c(c1C#N)CC(C)(C)OC2)C(=O)Nc1ccccc1 (stereo not given)	-4%	3%	i	3%	-7%	8%	1	4%	6
O=C(NC1CCCC1)C1CCCN(S(=O)(=O)c2cnc[nH]2)C1 (stereo not given)	5%	-16%	i	10%	-2%	-2%	8	2%	0
CCOC(=O)C1CCN(Cc2cnc(NC(=O)OC)s2)CC1	8%	6%	i	4%	0%	2%	2	6%	5

Hits appear at their usual frequency; 3.4% or so of the library scored in one or more.
